Screening results from PubChem BioAssay.
VP16 counter – inhibits Gal4-VP16 luciferase reporter, ROR gamma counter-screen. Drosophila S2 Gal4-VP16 UAS-luciferase, luminescence, 20 h. Potency, µM (series often up to 53.6 µM), inactives show top-dose activity, negative = inhibition, most hits filed as inhibitors. 3.5% of 310,000 active. AID 2546;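 note: Gal4-VP16 expression switched on by copper sulfate through the metallothionein promoter; potency is the fitted concentration of half-maximal effect; % is set by controls: 0 for no effect and ±100 for the full control effect; nearly all actives have a fitted effect of over 50% in size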
BRCA1 expr up – activators of BRCA1 expression. AID 624202. Potency, µM (top dose mostly 46.1 µM), inactives show at the top dose activation, usual class: activators. 1.1% of 380,000 active. MCF7-BRCA1-FFLuc reporter, luminescence, 48 h; response scale: scaled: vehicle 0%, 10 µM genistein 100%; note: potency is the fitted concentration of half-maximal effect; nearly all actives have a fitted effect of over 80% in size; some results filed as inactive show a strong effect at the top dose
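Reporter cells (MCF7, BRCA1 promoter-firefly luciferase) received library compounds across a concentration series for 48 h. End-point luminescence was measured and concentration-effect curves derived after normalization.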
NPC1 prom act – activators of NPC1 promoter; Huh7 NPC1 promoter luciferase reporter, 24 h; Potency, µM (series often up to 9.22 µM), for inactives: at the highest dose activation, actives largely listed as activators; 2.4% of 320,000 active; AID 485313;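 note: potency is the fitted concentration of half-maximal effect; % of control where 0% means no effect; nearly all actives have a fitted effect of over 60% in size; reporter is driven by a mutant NPC1 promoter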
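Huh7 cells stably carrying NPC1 promoter–luciferase, plated in Opti-MEM with 10% FBS for 2 h, were exposed to compound in DMSO for 24 h at 37 °C; luciferase reagent was added for 10 min and luminescence read.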
p53 reactivator – re-activators of mutant p53. Potency, µM (titrated, usually from 92.2 µM), for inactives: at the highest dose activity change, positive = activation, usual class: activators. H1299 p53-A138V BP100-luciferase reporter, luminescence, 24 h. 0.063% of 320,000 active. AID 504706; note: potency is the fitted concentration of half-maximal effect; % of control where 0% means no effect; nearly all actives have a fitted effect of over 45% in size
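p53-null H1299 cells stably carrying temperature-sensitive p53-A138V and a BP100-luciferase reporter were pinned with compounds (4-point, 1:5 series) and held 24 hrs at 37 deg C. Luminescence was read 10 min after detection reagent.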
RORg inh – blocks mouse ROR gamma transcriptional activity | 5.4% of 310,000 active | P51450 | Potency, µM (doses to about 53.6 µM), inactives show at the top dose activity change, negative = inhibition, most hits filed as inhibitors | AID 2551 | Drosophila S2 Gal4-RORgamma UAS-luciferase reporter, 20 h; note: potency is the fitted concentration of half-maximal effect; % is set by controls: 0 for no effect and ±100 for the full control effect; nearly all actives have a fitted effect of over 60% in size
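Drosophila Schneider cells stably carrying a metallothionein-driven Gal4 DBD–ROR gamma fusion and a UAS-Photinus luciferase reporter were exposed to compound for 1 hr, then induced with copper sulfate (700 uM final) for 20 hr at ambient temperature before luminescence reading.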
ELG1 genotoxic – genotoxicity induction in ELG1-luciferase HEK293T cells; HEK293T ELG1-luciferase reporter, luminescence, 16 h; 1.3% of 330,000 active; Potency, µM (highest dose often 46 µM), for the others: top-dose activity change, positive = activation, hits mostly activators; note: potency is the fitted concentration of half-maximal effect; % of control where 0% means no effect; nearly all actives have a fitted effect of over 60% in size
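After overnight (16 hr) compound treatment at 37 °C, ELG1-luciferase HEK293T cells were lysed with ONE-Glo; luminescence quantified 30 min later at room temperature.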
PKM2 act – activators of human pyruvate kinase M2; AID 1631; purified PKM2, Kinase-Glo ATP luminescence, activation; response scale: 0% is enzyme alone, no compound; P14618; 0.34% of 260,000 active; Potency, µM (top dose mostly 57.5 µM), inactives show top-dose activation, hits mostly activators; note: potency is the fitted concentration of half-maximal effect; % is set by controls: 0 for no effect and ±100 for the full control effect; nearly all actives have a fitted effect of over 55% in size
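Purified hPK-M2 (>95% pure) converted ADP (0.1 mM final) to ATP with 0.5 mM PEP in 50 mM imidazole pH7.2, KCl, MgCl2, Tween 20, BSA; 1 h at room temperature. ATP detected by Kinase-Glo luminescence.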
FLuc counter – firefly luciferase modulation, counter-screen for miR-21 project; purified FLuc, Km substrates, luminescence inhibition; 6.9% of 360,000 active; AID 588342; Potency, µM (doses to about 57.5 µM), inactives show at the highest dose activity change, negative = inhibition, most hits filed as inhibitors;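 note: potency is the fitted concentration of half-maximal effect; plate controls were vehicle for no effect and reference inhibitor for full effect; nearly all actives have a fitted effect of over 55% in size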
Target sequence (P08659 whole entry, looked up): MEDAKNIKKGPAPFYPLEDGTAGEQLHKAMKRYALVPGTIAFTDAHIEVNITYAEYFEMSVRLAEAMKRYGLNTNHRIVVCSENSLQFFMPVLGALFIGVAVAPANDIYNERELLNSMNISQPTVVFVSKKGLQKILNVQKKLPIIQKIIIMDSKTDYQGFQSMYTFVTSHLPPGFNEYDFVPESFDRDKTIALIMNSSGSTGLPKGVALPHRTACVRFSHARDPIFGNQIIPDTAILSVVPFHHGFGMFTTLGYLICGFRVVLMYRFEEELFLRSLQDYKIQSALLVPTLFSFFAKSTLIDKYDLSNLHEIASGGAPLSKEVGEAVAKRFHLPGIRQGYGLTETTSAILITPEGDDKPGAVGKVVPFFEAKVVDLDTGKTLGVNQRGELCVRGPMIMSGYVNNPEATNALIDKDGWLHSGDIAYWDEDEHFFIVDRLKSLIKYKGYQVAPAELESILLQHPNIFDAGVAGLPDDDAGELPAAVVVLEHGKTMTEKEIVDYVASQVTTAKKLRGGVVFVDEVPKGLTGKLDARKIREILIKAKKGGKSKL
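Purified P. pyralis luciferase (10nM final) with 10uM D-luciferin and 10uM ATP (Km levels) in 50mM Tris acetate pH 7.5, 10mM Mg acetate, 0.01% Tween-20, 0.05% BSA; qHTS 6-point titration, ~60 µM downward; luminescence read.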
Menin MLL FP TR – menin-MLL binding inhibition, Texas Red mutant peptide; O00255; Menin + Texas Red MLL mutant peptide, fluorescence polarization; Potency, µM (doses to about 61.6 µM), for inactives: top-dose FP activity change, negative = inhibition, hits mostly inhibitors; 0.23% of 270,000 active; AID 1768; active = well fitted inhibition curve with a large enough effect in the polarisation, with a control signal flat, not every such curve was filed as active; inconclusive = small, poorly fitted or top-dose-only effect, or effect the other way, or a change in a side signal; inactive = no such curve, though single readings can be large or run the other way; the % refers to the polarisation; note: potency is the fitted concentration of half-maximal effect; % of control where 0% means no effect; many of its hits are not listed in these tables
Giardia kill – kills Giardia lamblia; Giardia lamblia trophozoite viability; activity change, % at 7.66 µM, hits read low; 0.15% of 340,000 active; AID 540267; in the data active = activity change below about -80%; inconclusive = between about -30% and that limit;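 note: parasites exposed to compound for two days anaerobically before the ATP read; % is set by controls: 0 for no effect and ±100 for the full control effect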
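Media and compound were dispensed first, then trophozoites at 100 cells/well; plates sat 48 hrs at 37 deg C without oxygen before ATP luminescence reagent was added and read after 15-30 min at room temperature.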
Rab9 promoter act – activates the Rab9 promoter; AID 485297; 2.8% of 320,000 active; Huh7 Rab9 promoter-luciferase reporter, luminescence, 24 h; Potency, µM (top dose mostly 9.22 µM), inactives show at the top dose activation, negative = inhibition, hits mostly activators; note: potency is the fitted concentration of half-maximal effect; % of control where 0% means no effect; nearly all actives have a fitted effect of over 60% in size
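Using Huh7 cells stably transfected with Rab9 promoter–luciferase, compounds were incubated 24 h at 37 °C, 5% CO2; luciferase luminescence was read 10 min after reagent addition.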
Numbers without * were called inactive; ? = inconclusive; . = no result given; [ ] = another dose, or the depositor's remark. Unless noted, calls come from the whole dose curve; as a rule, active = well fitted curve in the direction sought with a large enough effect; inconclusive = small, poorly fitted or top-dose-only effect, or another doubt; inactive = no such curve, though single readings can be large; an effect the other way counts as inactive or inconclusive. Only part of the results is shown; rates above refer to the full screens.

(1) CC(C)Cc1ccc(CN2CCCC(NC(=O)Cn3cnnn3)C2)cc1 (configuration not stated)
(2) O=C(c1ccc(Cn2cc(Cl)cn2)o1)N1CCN(Cc2ccc3c(c2)OCO3)CC1
(3) N#Cc1c(-c2ccccc2)cc(-c2ccccc2)nc1SCC(=O)O
(4) CCCN(C(=O)CSc1n[nH]c(-c2ccc(OC)cc2)n1)c1c(N)n(Cc2ccccc2)c(=O)[nH]c1=O
(5) CCCC(=O)Nc1nc2ccc(C(=O)OCC)cc2s1

Compound	1	2	3	4	5
VP16 counter	-17%	-26%	1%	.	-9%
BRCA1 expr up	-40%	-21%	-5%	-3%	64%
NPC1 prom act	-3%	-2%	-2%	-2%	0.63µM*
p53 reactivator	1%	-1%	-6%	1%	10%
RORg inh	13%	22%	4%	.	27%
ELG1 genotoxic	-9%	0%	-2%	3%	10µM*
PKM2 act	-2%	?	.	.	-17%
FLuc counter	3%	-2%	-9%	11µM*	?
Menin MLL FP TR	.	-17%	55%[activator]	.	14%
Giardia kill	13	-4	-29	2	-4
Rab9 promoter act	6%	-9%	-8%	-4%	?

(6) Cc1ccnc(NC(=O)CCC(=O)c2cc(C)sc2C)c1
(7) COc1ccc(C=O)cc1COc1c(F)c(F)cc(F)c1F
(8) COc1ccccc1CCC(=O)NC1CCCN(c2ccc(C(F)(F)F)cn2)C1 (configuration not stated)
(9) COc1ccc(CC(=O)Nc2ccc(C(=O)NC(C)(C)C)cc2)cc1
(10) N/C(=N\OC(=O)COc1ccc2ccccc2c1Br)c1ccncc1

Compound	6	7	8	9	10
VP16 counter	.	-7%	-8%	?	-8%
BRCA1 expr up	-1%	-17%	1%	3%	.
NPC1 prom act	2%	29%	1%	1%	11%
p53 reactivator	3%	2%	5%	4%	14%
RORg inh	.	-22%	1%	6%	38%
ELG1 genotoxic	11%	2%	-2%	0%	?
PKM2 act	.	0%	.	1%	0%
FLuc counter	-8%	0%	3%	-8%	21µM*
Menin MLL FP TR	.	11%	.	?	20%
Giardia kill	8	-1	0	-24	.
Rab9 promoter act	-6%	-1%	0%	-2%	2%

(11) c1ccc(NC2=NCCN2CC2CCCCC2)cc1
(12) CC1(C)NC(=O)N(CN2C(=O)NC(C)(C)C2=O)C1=O
(13) COc1ccc(S(=O)(=O)N(CC(=O)NCc2ccccn2)Cc2ccccc2)cc1
(14) COc1ccccc1CSc1nc2c(c(=O)n(C)c(=O)n2C)n1C
(15) COc1ccc(S(=O)(=O)N2CCOCC2)cc1NC(=O)c1ccc2c(c1)OCCO2

Compound	11	12	13	14	15
VP16 counter	.	7%	-13%	5%	1%
BRCA1 expr up	-9%	15%	-12%	-30%	-27%
NPC1 prom act	2%	-4%	0%	-1%	-3%
p53 reactivator	-12%	9%	-10%	-5%	-1%
RORg inh	.	-15%	-19%	1%	4%
ELG1 genotoxic	0%	1%	-3%	-1%	-6%
PKM2 act	.	-1%	-3%	.	4%
FLuc counter	-1%	-2%	1%	?	4%
Menin MLL FP TR	.	-3%	-8%	-17%	3%
Giardia kill	-12	5	-3	-14	-16
Rab9 promoter act	-8%	0%	-1%	0%	20%

(16) COc1ccc(CN(C)CC(=O)Nc2ccc(N3CCOCC3)cc2)cc1OC
(17) O=C(Nc1ccc2c(c1)C(=O)OC2)c1ccc(Cl)cc1Cl
(18) CCN(CC)C(=O)c1ccc(NS(=O)(=O)c2ccc(/C=C/C(=O)O)cc2)cc1
(19) CCOc1ccc(NC(=S)N2CCC(c3ccc(C)cc3)C2)cc1 (configuration not stated)
(20) CC(=O)c1sc(-c2ccccc2)cc1NS(=O)(=O)c1ccc(C)cc1

Compound	16	17	18	19	20
VP16 counter	1%	-10%	-1%	?	3%
BRCA1 expr up	7%	72%	2%	-3%	-28%
NPC1 prom act	-1%	18%	-3%	2%	1%
p53 reactivator	-14%	5%	-3%	2%	4%
RORg inh	42%	22%	1%	?	?
ELG1 genotoxic	8%	?	1%	-4%	-4%
PKM2 act	-1%	0%	-22%	.	5%
FLuc counter	-8%	-4%	0%	-2%	2%
Menin MLL FP TR	-2%	?	-4%	14%	.
Giardia kill	7	-10	-6	3	-17
Rab9 promoter act	0%	25%	0%	-2%	-3%

(21) C=CCn1c(SCC#N)nc2ccccc2c1=O
(22) CC(C)C(=O)Nc1ccc2c(c1)oc1ccccc12
(23) Cc1oc2cc3oc(=O)c4c(c3cc2c1C)CCC4
(24) CC(CN1CCN(C)CC1)OC(=O)c1ccc(F)cc1 (configuration not stated)
(25) Cc1cc(C)n2nc(CNS(=O)(=O)c3ccc(F)c(C)c3)nc2n1

Compound	21	22	23	24	25
VP16 counter	-1%	7%	2%	2%[10 µM]	1%
BRCA1 expr up	10%	?	32%	-6%	14%
NPC1 prom act	9%	3.5µM*	28%	0%	1%
p53 reactivator	-5%	?	16%	-2%	3%
RORg inh	8%	20%	14%	2%	-21%
ELG1 genotoxic	-7%	4.1µM*	8%	21%	2%
PKM2 act	-11%	-17%	4%	-1%	?
FLuc counter	-2%	2.7µM*	-12%	-2%	0%
Menin MLL FP TR	4%	?	17%	-2%	-7%
Giardia kill	-6	-3	-4	13	20
Rab9 promoter act	11%	0.89µM*	?	-12%	-4%

(26) COCC(C)NC(=O)c1ccc(CN2CCc3ccccc3C2)cc1 (configuration not stated)
(27) COc1ccc(-c2csc(Nc3ccc(S(=O)(=O)Nc4cc(C)on4)cc3)n2)cc1
(28) O=C(O)Cc1ccc(C(=O)c2ccc(F)cc2)s1
(29) CCc1ccc(NC(=O)N2CCc3ccccc3C2)cc1
(30) COc1cccc(NC(=O)[C@@H]2CCCN2C(=O)C2CCN(S(=O)(=O)c3ccc(C)cc3)CC2)c1

Compound	26	27	28	29	30
VP16 counter	-3%	6%	-12%	5%	2%
BRCA1 expr up	39%	-2%	-1%	68%	-6%
NPC1 prom act	4%	-5%	-6%	2.2µM*	-1%
p53 reactivator	-1%	-2%	0%	1%	-3%
RORg inh	17%	13%	-14%	18%	40%
ELG1 genotoxic	-2%	-4%	-2%	?	4%
PKM2 act	2%	-14%	3%	0%	-1%
FLuc counter	-4%	?	?	12µM*	-6%
Menin MLL FP TR	?	?	8%	5%	-3%
Giardia kill	-3	-11	13	0	8
Rab9 promoter act	-6%	2%	-2%	2.2µM*	0%

(31) N#CCCCCN1c2cccc3cccc(c23)S1(=O)=O
(32) O=C(Nc1ccn(Cc2ccccc2)n1)c1ccc2c(c1)OCO2
(33) O=C1NCCN(Cc2ccc(Cl)c(F)c2)C1CC(=O)N1CCCO1 (configuration not stated)
(34) CCCOC(=O)C1=C(C)NC(=O)NC1c1cccc2ccccc12 (configuration not stated)
(35) CCCn1cnc2cc(NC(=O)c3ccco3)ccc21
(36) COc1ccc(-c2cc(-c3ccc(OC)cc3)c(C#N)c(SC)n2)cc1

Compound	31	32	33	34	35	36
VP16 counter	13%	-5%	8%	0%	?	1%
BRCA1 expr up	-5%	?	30%	-4%	-1%	-4%
NPC1 prom act	-3%	?	-1%	-2%	3.5µM*	-2%
p53 reactivator	-7%	9%	?	-6%	-1%	11%
RORg inh	14%	17%	25%	29%	?	?
ELG1 genotoxic	1%	19%	17%	-2%	2.9µM*	9%
PKM2 act	-3%	1%	4%	4%	-14%	-3%
FLuc counter	-2%	5.4µM*	-15%	-1%	?	1%
Menin MLL FP TR	23%	1%	-5%	-21%	-1%	-10%
Giardia kill	-17	-29	-8	33[activator]	-13	-4
Rab9 promoter act	-2%	2.8µM*	-1%	2%	2.8µM*	1%
